Compound activity (PubChem BioAssay)
HIF-2a inh = HIF-2a inhibition. inhibition, % at 18.8 µM. 786-0 RCC cells HIF-2a reporter, luciferase luminescence, overnight. 360,000 compounds, 0.72% hits. AID 624352;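 active means inhibition of the luminescence signal of 40% or more relative to plate controls, in a single-dose primary screen at 18.75 µM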
KKLEB cytotox = reduces viability of KKLEB cystic fibrosis airway cells; 360,000 compounds, 0.36% hits; KKLEB CF airway cells viability, ATPlite luminescence, overnight; stronger effect = lower value; cells stimulated with P. aeruginosa culture filtrate; activity change (cytotoxicity), % at 5 µM; AID 602141;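 active means corrected activity change at or below -50% at 5 µM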
Shn3 inh set2 = reduces Shn3 3'UTR luciferase signal in osteoblasts; inhibition, % at 12.5 µM; Clone20 osteoblast Shn3 3'UTR firefly luciferase, 24 h; 360,000 compounds, 0.52% hits;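 active means mean inhibition of at least 75% with every replicate also reaching 75%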;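 further: 0% = median of neutral control wells and 100% = pilot-screen positive control compound; some compounds past the cut are filed as inactive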
NR2E3 ag-1 = activates human NR2E3 receptor; 360,000 compounds, 0.35% hits; CHO-S Gal4-NCOR/VP16-NR2E3 two-hybrid, luciferase; Q9Y5X4; inhibition of corepressor binding, % at 3.98 µM; AID 602229;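 active means inhibition above the mean of all tested compounds plus 3 SD, cut at about 70% in these data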;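 further: 0% = DMSO with NR2E3 transfected cells and 100% = cells lacking NR2E3 construct; higher means lower luciferase signal from less NR2E3 corepressor binding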
Target sequence (Q9Y5X4 whole entry, looked up, the tested form may be a part): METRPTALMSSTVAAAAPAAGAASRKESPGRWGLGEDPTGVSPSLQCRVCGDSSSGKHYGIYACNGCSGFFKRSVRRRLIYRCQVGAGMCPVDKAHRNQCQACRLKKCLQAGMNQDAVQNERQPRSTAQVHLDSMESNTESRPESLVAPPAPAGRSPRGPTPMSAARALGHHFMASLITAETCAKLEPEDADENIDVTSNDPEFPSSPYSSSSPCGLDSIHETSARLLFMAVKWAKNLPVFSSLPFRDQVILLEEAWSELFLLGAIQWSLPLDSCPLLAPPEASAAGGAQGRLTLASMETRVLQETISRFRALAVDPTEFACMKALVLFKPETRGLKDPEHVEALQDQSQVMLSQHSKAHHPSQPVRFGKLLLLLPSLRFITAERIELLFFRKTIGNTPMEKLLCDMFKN
TWEAK-Fn14 inh = inhibitors of TWEAK-Fn14 interaction signaling | 360,000 compounds, 2% hits | inhibition, % at 10 µM | AID 1159606 | TWEAK-stimulated Fn14 reporter cells, luciferase luminescence, 8 h; in the data active means inhibition above about 50%
iPSC survival up = hiPSC single-cell survival enhancement; ATPlite luminescence; 100% = ROCK inhibitor wells, 0% = DMSO; AID 602274; 360,000 compounds, 0.044% hits; survival enhancement, % at 20 µM; in the data active means survival enhancement above about 18%;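 further: cells exposed to compounds for 16 hours before the ATP read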
Peg3 prom inh = inhibitors of Peg3 promoter | HeLa PEG-Prom luciferase reporter, luminescence, overnight | inhibition, % at 20 µM | 360,000 compounds, 1.7% hits | AID 588405;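 active means inhibition of at least 50% at 20 µM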
aDG glyco act = alpha-DG glycosylation activation; 360,000 compounds, 0.22% hits; activation, % at 10 µM; Pro5-aDG cells, alpha-DG glycosylation AlphaScreen (IIH6); 0% Pro5, 100% B10-LARGE cell signal;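 active means activation of at least 8% versus controls, or a plate z-score of at least 8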;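 further: Pro5 are CHO cells carrying HIG-tagged alpha-DG that lacks glycosylation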
CF NFkB inh = blocks PAF-induced NF-kB reporter in cystic fibrosis cells; KKLEB NF-kB-GFP reporter, GFP fluorescence overnight; inhibition, % at 5 µM; 360,000 compounds, 0.86% hits;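 active means at least 50% inhibition at 5 µM, scaled per plate between neutral and stimulator controls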;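 further: PAF is a Pseudomonas aeruginosa culture filtrate used as stimulus; plate controls were PAF-stimulated DMSO wells for no effect and unstimulated DMSO wells for full effect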
NR2E3 ag-2 = agonists of human nuclear receptor NR2E3. AID 2300. Q9Y5X4. GST-NR2E3/biotin-RetCOR TR-FRET, 1536-well. 320,000 compounds, 0.12% hits. inhibition of corepressor binding, % at 4.78 µM;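 active means percent inhibition above the cutoff of mean plus 3 SD of all tested compounds, set per screening campaign, cut at about 20% in these data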;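 further: 0% = DMSO wells and 100% = biotin wells as full block of FRET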
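System: GST-tagged NR2E3 plus biotinylated RetCOR corepressor; Buffer or medium: pH 7.5 Tris-based buffer; Probe or stimulus: RetCOR corepressor, biotinylated, 7 nM; Doses: compound at 4.8 µM, single dose; Schedule: 5 h incubation at 4 °C; Technique: time-resolved FRET; Evaluation: percent inhibition of TR-FRET ratio; Replication: one well per compound, singlicate testing.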
MITF TRPM1 inh = inhibitors of MITF-driven TRPM1 promoter in melanoma cells. SK-MEL-5 TRPM1 promoter luciferase, 24 h. inhibition, % at 12.5 µM. 330,000 compounds, 0.83% hits. AID 488899;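 active means mean inhibition across replicates of 60% or more, whatever share of single replicates reaches that level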; further: values of inactives mirror those of a sister screen read the other way
* = called active by the depositor; . = no result given.

molecule	HIF-2a inh	KKLEB cytotox	Shn3 inh set2	NR2E3 ag-1	TWEAK-Fn14 inh	iPSC survival up	Peg3 prom inh	aDG glyco act	CF NFkB inh	NR2E3 ag-2	MITF TRPM1 inh
O=c1[nH]cc(NCc2ccccc2)c(=O)[nH]1	20.1	14.5	9.7	26.7	-0.8	1.6	6.3	0.4	-5.7	.	3.0
Cc1c(OC(C)C(=O)O)ccc2c(-c3ccccc3)cc(=O)oc12 (stereo not given)	21.9	-1.7	-10.5	12.6	15.8	-0.8	15.1	0.3	-4.1	0.6	10.1
Cc1ccc(C(O)c2nccn2C)o1 (stereo not given)	-11.3	13.4	-9.0	11.7	3.2	1.1	-11.4	1.5	-5.4	4.5	-4.6
COc1ccc(C(=O)C=CNNC(=O)c2ccc(Cl)cc2)cc1	-7.9	-25.0	7.0	-10.2	4.2	-0.1	17.8	0.1	-6.9	4.0	21.5
CCOC(=O)CSc1nc2ccc(NC(=O)CSc3nnnn3Cc3ccccc3)cc2s1	26.3	-9.9	6.6	-12.1	9.0	-1.0	18.9	-0.2	5.2	0.7	-4.5
C=CCn1c(SCC(=O)N2CCN(c3ccccc3)CC2)nc2c([nH]c3ccccc32)c1=O	8.3	-24.2	18.7	-5.3	35.9	0.2	31.1	-0.7	-4.8	-2.1	55.9
CCCC(=O)Nc1cc(OC)c(C(=O)OC)cc1Cl	15.7	-9.1	5.0	14.0	-11.7	0.6	2.3	0.4	-28.3	0.2	5.8
COc1cccc(NC(=O)c2ocnc2C)c1	-210.2	7.2	-9.8	-24.3	-10.6	0.0	-137.3	-0.1	-7.2	-1.7	-33.8
CC(=O)Nc1cccc(-c2ccnc3c2CC(C(=O)NCc2cccs2)O3)c1 (stereo not given)	-11.9	-4.6	8.6	-36.1	-10.9	-3.3	-2.4	-0.3	-3.0	.	.
O=C(CCc1nc2ccccc2[nH]1)Nc1ccc(F)cc1	-9.3	12.1	3.7	-24.6	15.3	1.7	-18.0	-0.1	-14.3	0.8	-12.3
Cc1ccc2nsnc2c1S(=O)(=O)N1CCN(C(=O)C2CCCO2)CC1 (stereo not given)	10.0	-2.6	-3.4	-23.8	-6.6	9.4	-0.5	0.4	-7.8	5.7	4.2
CC(C)C(=O)NCCc1nc2ccccc2n1CCc1ccccc1	14.1	1.5	-2.5	3.9	-6.7	-1.9	5.7	0.0	1.6	-0.2	7.3
COc1ccc(OC)c2[nH]c(=O)c(CCNC(=O)C(C)C)cc12	0.7	-3.9	4.2	-9.3	-22.0	2.1	9.7	0.4	-14.8	2.2	.
CC1(C(=O)N(CC(=O)NC2CCCC2)Cc2ccccc2)CC(=O)N=C2C=CC=CN21 (stereo not given)	8.6	5.8	12.4	-33.6	44.2	-0.3	7.7	-0.1	-0.6	3.4	2.8
O=S(=O)(Nc1cccc(-c2ccc(N3CCCCCC3)nn2)c1)c1ccccc1Cl	-136.6	-2.4	-47.9	-14.3	11.2	-0.6	-98.7	0.7	21.4	0.4	-3.4
O=C1CCc2cc(NS(=O)(=O)c3ccc([N+](=O)[O-])cc3)cc3c2N1CCC3	-9.3	2.4	-8.9	0.9	1.4	0.6	-13.6	0.2	-21.9	-2.3	6.2
O=C(/C=C/c1ccco1)OCc1nnc(-c2ccc(Cl)cc2)o1	-4.7	0.3	7.0	-23.5	0.4	-1.6	-6.3	0.3	1.7	1.0	4.3
O=C(NNc1ccccc1[N+](=O)[O-])Nc1ccccc1	14.9	-10.9	-31.5	-8.1	9.7	-0.1	6.9	0.0	18.2	2.0	5.4
CCCCN(C(=O)c1ccc(S(=O)(=O)N(C)C)cc1)c1nc2ccccc2s1	5.5	3.6	28.2	-16.6	10.3	1.4	15.2	-0.2	0.5	2.2	16.3
CCOC(=O)NC(=O)CSc1ccccn1	12.3	0.4	-7.8	-13.8	-0.3	3.5	-7.5	-0.2	0.8	0.1	-5.6

Ordered by count of non-hydrogen atoms (falling): part of the list above.
molecule	HIF-2a inh	KKLEB cytotox	Shn3 inh set2	NR2E3 ag-1	TWEAK-Fn14 inh	iPSC survival up	Peg3 prom inh	aDG glyco act	CF NFkB inh	NR2E3 ag-2	MITF TRPM1 inh
CCCCN(C(=O)c1ccc(S(=O)(=O)N(C)C)cc1)c1nc2ccccc2s1	5.5	3.6	28.2	-16.6	10.3	1.4	15.2	-0.2	0.5	2.2	16.3
O=C1CCc2cc(NS(=O)(=O)c3ccc([N+](=O)[O-])cc3)cc3c2N1CCC3	-9.3	2.4	-8.9	0.9	1.4	0.6	-13.6	0.2	-21.9	-2.3	6.2
COc1cccc(NC(=O)c2ocnc2C)c1	-210.2	7.2	-9.8	-24.3	-10.6	0.0	-137.3	-0.1	-7.2	-1.7	-33.8

Later entries:
molecule	HIF-2a inh	KKLEB cytotox	Shn3 inh set2	NR2E3 ag-1	TWEAK-Fn14 inh	iPSC survival up	Peg3 prom inh	aDG glyco act	CF NFkB inh	NR2E3 ag-2	MITF TRPM1 inh
Cc1ccc(CNC(=O)c2ccc(Cl)c(S(N)(=O)=O)c2)n1C	14.8	-4.7	7.0	1.7	3.0	-0.4	14.7	-0.3	1.6	-1.1	6.8
Cc1cc(NC(=O)CSc2nc(C(C)C)nc3sc4c(c23)CCCC4)no1	-11.9	-6.2	41.2	5.2	-13.7	0.1	14.1	0.1	1.8	1.9	14.1
O=C(NCC(=O)c1ccccc1)OCc1ccc([N+](=O)[O-])cc1	-50.7	0.7	0.5	-6.3	-1.0	-0.6	-43.9	0.1	2.2	2.2	-23.0
O=C(NCc1ccc(F)c(F)c1)C1CCC(=O)N(CC2CCCCC2)C1 (stereo not given)	-10.0	-3.2	-0.4	-6.4	1.4	-0.5	-3.0	-0.3	9.6	-0.4	-2.0
CC(C)NC(=O)Nc1ccc2c(c1)C(=O)N([C@H](C)CO)C[C@H](C)[C@@H](CN(C)C(=O)Nc1ccccc1)O2	10.4	4.3	3.3	-7.8	-3.5	-0.6	-12.4	-0.5	-0.6	.	-4.8
O=C(CSCc1ccc(F)cc1)N1CCN(c2ccc(F)cc2)CC1	-26.7	-14.3	5.4	-18.3	-20.9	3.5	-3.3	0.1	-7.4	4.8	-20.0
NS(=O)(=O)c1ccc(NC(=O)CN2CCN(S(=O)(=O)c3cccs3)CC2)cc1	7.6	3.3	-14.1	-3.9	-12.4	1.0	7.0	0.1	-3.7	.	1.2
Nc1ncnc2c1ncn2C1OC(CO)C(O)C1N (stereo not given)	8.0	1.5	0.6	-17.1	-0.6	0.0	2.9	-0.1	-19.6	1.5	-9.1
CCc1nc2ccccc2n1Cc1ccc(OC)c(OC)c1	-12.6	-3.9	-0.8	-20.1	-16.6	-2.6	-7.4	0.3	17.2	1.7	12.3
CCn1c(SCC(=O)NCCc2ccc(OC)c(OC)c2)nc2c([nH]c3ccccc32)c1=O	7.6	1.3	4.7	-1.2	16.0	-0.7	2.4	-0.3	-22.1	.	.
COc1ccc(C)cc1NC(=O)CSc1nnc(-c2ccccn2)n1Cc1ccco1	12.8	-8.1	-1.3	-3.8	-0.6	2.5	20.3	0.6	7.1	0.7	-7.3
COCCN(C(=O)c1cc(OC)c(OC)c(OC)c1)c1c(N)n(Cc2ccccc2)c(=O)[nH]c1=O	18.3	9.9	-6.8	16.1	-2.6	-0.2	-4.5	0.1	8.4	4.1	-8.4
CCOc1nc(NCCc2ccc(OC)c(OC)c2)nc(NC(C)(C)CO)n1	21.1	-10.0	17.2	17.4	-8.7	2.3	33.6	0.2	11.1	-0.6	10.0
CC1CCN(CC(=O)Nc2ccc(Cl)cc2[N+](=O)[O-])CC1	-78.3	9.8	-8.2	-18.5	-25.0	-0.4	-57.5	-0.5	-4.8	0.9	-11.2
O=C(CSc1nnc(C2COc3ccccc3O2)o1)Nc1nccs1 (stereo not given)	-20.2	-0.8	12.7	-15.6	-12.0	0.2	-30.5	0.0	-1.4	1.6	-3.6
Cc1cc(NC(=O)CSc2nc3c(c(=O)n2C)SCC3)no1	9.6	2.4	9.8	-8.8	7.7	-0.4	8.8	0.1	5.0	1.6	6.9
O=C(O)c1cc(Br)ccn1	20.9	-0.6	-6.1	-0.5	-4.0	-1.2	12.8	0.0	2.6	2.4	5.5
COc1ccc(CCNS(=O)(=O)c2cc(/C=C/C(=O)O)ccc2C)cc1OC	9.3	6.6	-29.5	-8.7	-11.5	-1.3	5.4	0.3	10.7	2.7	6.8
CN(C)c1nc(N)nc(-c2cccnc2)n1	-5.4	15.2	-3.7	0.0	6.5	0.4	2.2	0.1	-2.7	-0.1	-3.5
COc1ccccc1CNC(=O)COC(=O)C1CCN(c2ccc(C(F)(F)F)cn2)CC1	-7.1	3.7	-4.4	-1.1	-7.0	0.2	-17.3	-0.1	-0.5	1.1	-1.8
COc1ccc(CNC(=S)Nc2cccc(C)c2)cc1	-48.2	-12.6	5.6	-26.8	-6.8	-2.7	-9.7	0.2	-1.9	-1.4	-1.3
O=C(Cc1cccs1)N1CCC(c2nc3c(nnn3Cc3ccccc3Cl)c(=O)[nH]2)CC1	-1.4	12.0	-44.1	0.4	9.8	-0.2	17.4	0.0	-4.1	0.2	19.9
CC(=O)c1cccc(Nc2ncnc3ccc(Br)cc23)c1	20.9	-11.2	0.5	-23.0	44.5	0.7	22.9	0.5	46.2	4.2	2.0
O=C(O)Cc1ccc2oc(-c3ccccn3)nc2c1	-36.3	3.7	8.7	-9.0	25.3	0.1	-25.3	0.0	-0.8	-2.9	-21.9
O=C(CSc1ccc(/C=N/NC(=O)c2cccc(F)c2)o1)Nc1ccccc1	-110.6	5.8	-36.9	-25.6	-33.5	-2.8	-55.6	0.1	-28.0	4.7	-6.6
CC(=O)NC(Cc1ccccc1F)C(=O)NC1CCN(C(=O)NCc2ccccc2)CC1 (stereo not given)	0.5	-7.0	2.6	3.9	20.9	-0.1	-6.6	-0.1	-3.9	3.3	-4.2
c1ccc(-c2ccc(C(c3ccccc3)n3ccnc3)cc2)cc1 (stereo not given)	-53.1	-3.4	14.6	34.6	-35.1	-1.3	3.5	0.8	19.6	5.6	-6.6
COc1ccccc1NC(=S)N(C(C)C)C(C)c1ccccn1 (stereo not given)	22.9	1.6	-2.6	-10.2	-1.0	-0.4	20.1	0.0	-13.7	1.8	14.2
CC(C)CC(=O)Nc1ccc(-c2nc3ccccc3c(=O)[nH]2)cc1	-165.5	-2.4	-13.8	-58.5	60.8*	-2.5	-26.1	0.2	-2.0	1.4	-13.4
CCCOc1ccc(S(=O)(=O)n2cc(F)c(=O)[nH]c2=O)cc1	25.2	9.8	-2.7	15.6	2.2	0.4	5.7	0.1	-11.9	5.6	9.2
Cc1ccccc1OCC(=O)NCCCNC(=O)c1cccnc1	6.7	2.4	7.5	-5.4	-4.6	2.4	7.7	0.1	3.6	1.1	-4.8
CCN(CC)C(=O)C[n+]1cccc(C(N)=O)c1	5.7	-0.9	5.0	13.6	-4.5	4.1	1.2	-0.1	12.5	0.3	5.2
O=C(N=Nc1c(O)n(Cc2ccccc2)c2ccccc12)c1ccc(O)cc1	-274.8	-4.4	-42.0	-122.2	37.4	-1.0	-273.1	-0.4	15.1	-0.1	-147.5

Rows are unselected; any-hit rate near 4.4%.
